# High-throughput results: PubChem, National Center for Advancing Translational Sciences (NCATS)
# ERG Ets-DNA blk: inhibitors of human ERG Ets domain-DNA interaction; P11308; fluorescence polarization, His-ERG Ets domain / labelled DNA; Potency, µM (titrated, usually from 76.9 µM), for the others: top-dose FP activity, negative = inhibition, usual class: inhibitors; 0.028% of 370,000 active; active = well fitted inhibition curve with a large enough effect in the polarisation, with a control signal flat; inconclusive = small, poorly fitted or top-dose-only effect, or effect the other way, or a change in a side signal; inactive = no such curve, though single readings can be large or run the other way; the % refers to the polarisation;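 note: polarization taken with two DNA probes labelled with fluorescein and Texas red; potency is the fitted concentration of half-maximal effect; % of control where 0% means no effect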
#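 His-tagged ERG Ets domain (1 uM in the protein solution; 300mM KCl, 50mM Tris-HCl, 1mM EDTA, 1mM DTT, pH 7.5) received compound, then a probe mix of 5 nM fluorescein-DNA and 100nM Texas-615-DNA. Fluorescence polarization was read for both dyes.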
# Anesthetic bind: candidate novel general anesthetic via apoferritin binding. apoferritin/1-aminoanthracene competitive binding, fluorescence. Potency, µM (titrated, usually from 77.5 µM), without a hit: top-dose activity change, negative = displacement, most hits filed as inhibitors. 0.074% of 350,000 active; note: potency is the fitted concentration of half-maximal effect; % is set by controls: 0 for no effect and ±100 for the full control effect; nearly all actives have a fitted effect of over 20% in size
#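 Horse-spleen apoferritin (10 uM) in 50% saturated 1-aminoanthracene in PBS was incubated 10 min at room temperature with compound. Fluorescence (ex 380, em 535 nm) was normalized to free and bound 1-AMA, with concentration-response fitted by a four-parameter Hill equation.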
# RGS4 inh: human RGS4 inhibition; Transcreener GDP fluorescence polarization, RGS4-accelerated GTP hydrolysis; 0.039% of 390,000 active; Potency, µM (highest dose often 114 µM), for the others: at the top dose activity change, negative = inhibition, most hits filed as inhibitors; P49798; note: potency is the fitted concentration of half-maximal effect; % is set by controls: 0 for no effect and ±100 for the full control effect; nearly all actives have a fitted effect of over 75% in size; some results filed as inactive show a strong effect at the top dose
#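 MLSMR compounds (23 nl, pin-transferred) preincubated 10 min at room temperature with a 500nM (2x) first reagent, then RGS4 at 900nM (2x) plus Transcreener GDP mix added; fluorescence polarization (620/688 nm) read before and after 90 min at 30 °C.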
# APE1 inh: inhibitors of human APE1 endonuclease; Potency, µM (top dose mostly 65.8 µM), for inactives: at the top dose activity change, negative = inhibition, actives largely listed as inhibitors; AID 2517; P27695; recombinant APE1, TAMRA/BHQ-2 abasic DNA cleavage fluorescence; 0.35% of 350,000 active;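 note: potency is the fitted concentration of half-maximal effect; plate controls were vehicle for no effect and reference inhibitor for full effect; nearly all actives have a fitted effect of over 55% in size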
# Target sequence (P27695 whole entry, looked up): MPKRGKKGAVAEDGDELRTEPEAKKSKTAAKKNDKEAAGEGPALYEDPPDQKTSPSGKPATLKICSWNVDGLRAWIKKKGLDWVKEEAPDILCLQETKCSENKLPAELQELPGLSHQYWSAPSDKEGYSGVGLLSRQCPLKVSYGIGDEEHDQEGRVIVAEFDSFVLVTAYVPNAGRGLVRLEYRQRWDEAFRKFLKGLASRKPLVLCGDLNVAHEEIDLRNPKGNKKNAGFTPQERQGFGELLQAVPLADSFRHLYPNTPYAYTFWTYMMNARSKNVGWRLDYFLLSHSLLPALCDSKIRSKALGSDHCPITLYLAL
#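 Incision of a quenched TAMRA/BHQ-2 THF abasic-site duplex (50 nM) by 0.75 nM APE1, after 15 min compound preincubation, measured as fluorescence increase over three 60 s reads. Values normalized to buffer, DMSO and NSC13755 control wells.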
# LDHA block: inhibitors of human lactate dehydrogenase A; 0.15% of 480,000 active; activity change, % (values are at about 110 or 230 µM); P00338; purified LDHA, NADH/diaphorase-resazurin fluorescence; stronger effect = lower value; in the data active = activity change below about -30%; inconclusive = mostly about -25% to -30%;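 note: plate controls were DMSO wells for no effect and wells without enzyme for full effect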
#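 Enzyme activity of human lactate dehydrogenase 5 (2 nM; 0.06 mM NADH, 0.2 mM pyruvate, 5 min, RT) is measured via a resazurin/diaphorase fluorescence readout of residual NADH.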
# 12-LOX inh: inhibitors of human 12S-lipoxygenase ALOX12. Potency, µM (top dose mostly 108 µM), for the others: at the top dose activity change, negative = inhibition, usual class: inhibitors. 1.1% of 580,000 active. purified 12hLO, xylenol orange hydroperoxide absorbance. P18054. AID 1671190; note: potency is the fitted concentration of half-maximal effect; % is set by controls: 0 for no effect and ±100 for the full control effect
#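 Hydroperoxide product was detected by ferrous iron/xylenol orange as the 573 to 405 nm absorbance ratio. Arachidonic acid at 40 uM (final) was turned over for 30 min at room temperature by 150 nM human 12hLO, pH 7.0 Hepes buffer, after 15 min compound preincubation.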
# Pol eta inh: DNA polymerase eta (human) inhibition; Q9Y253; 1.2% of 390,000 active; Potency, µM (series often up to 114 µM), without a hit: at the highest dose activity change, negative = inhibition, actives largely listed as inhibitors; recombinant Pol eta, fluorescent DNA replication assay; note: potency is the fitted concentration of half-maximal effect; % is set by controls: 0 for no effect and ±100 for the full control effect
# Target sequence (Q9Y253 whole entry, looked up): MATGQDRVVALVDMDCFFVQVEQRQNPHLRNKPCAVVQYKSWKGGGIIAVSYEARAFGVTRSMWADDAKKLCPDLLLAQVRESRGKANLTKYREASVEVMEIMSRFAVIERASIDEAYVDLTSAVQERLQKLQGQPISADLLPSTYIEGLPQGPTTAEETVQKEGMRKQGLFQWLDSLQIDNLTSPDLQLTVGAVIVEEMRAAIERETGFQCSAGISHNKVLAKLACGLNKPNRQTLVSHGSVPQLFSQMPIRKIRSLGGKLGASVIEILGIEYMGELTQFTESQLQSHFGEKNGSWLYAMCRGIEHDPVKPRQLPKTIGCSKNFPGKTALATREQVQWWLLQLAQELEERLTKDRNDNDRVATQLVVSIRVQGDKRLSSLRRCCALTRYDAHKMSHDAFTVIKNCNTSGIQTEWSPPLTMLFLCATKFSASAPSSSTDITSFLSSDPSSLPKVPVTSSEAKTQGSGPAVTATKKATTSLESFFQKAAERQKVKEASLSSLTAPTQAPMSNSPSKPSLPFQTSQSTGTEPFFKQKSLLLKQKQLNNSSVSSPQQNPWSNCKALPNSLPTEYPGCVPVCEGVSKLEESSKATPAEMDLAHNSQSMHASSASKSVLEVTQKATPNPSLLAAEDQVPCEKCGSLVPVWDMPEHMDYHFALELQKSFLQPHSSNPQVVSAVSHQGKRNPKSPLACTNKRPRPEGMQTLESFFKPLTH
#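 Fluorescent replication assay: 50 nM final substrate added after a 15 min room-temperature compound preincubation with 10 nM enzyme. Signal taken at 0 min and again at 10 min.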
# POLK inh: blocks human DNA polymerase kappa activity; purified Pol kappa, fluorescent DNA synthesis assay, 10 min; Potency, µM (series often up to 107 µM), for inactives: at the top dose activity, negative = inhibition, usual class: inhibitors; 0.53% of 400,000 active; note: potency is the fitted concentration of half-maximal effect; % is set by controls: 0 for no effect and ±100 for the full control effect
#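 10 nM Pol kappa preincubated 15 min at room temperature with compounds, then reaction started with substrate at 50 nM final. Fluorescence read kinetically at 0 and 10 min; buffer-only wells served as negative control.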
# Pol beta inh: blocks human DNA polymerase beta activity | Pol beta primer extension/strand displacement, fluorescence kinetic | 1.3% of 340,000 active | Potency, µM (top dose mostly 114 µM), for the others: at the highest dose activity change, negative = inhibition, actives largely listed as inhibitors | P06746; note: potency is the fitted concentration of half-maximal effect; % is set by controls: 0 for no effect and ±100 for the full control effect
#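 Kinetic readout of DNA synthesis with strand displacement by Pol beta. Compound and 10 nM enzyme sit 15 min at room temperature; 50 nM substrate starts the reaction, read immediately and at 10 min.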
# Active calls of the source: *; i = inactive; ? = inconclusive; . = not tested or not shown; & = joins results of further samples; [ ] = remark or other dose. Unless noted, calls come from the whole dose curve; as a rule, active = well fitted curve in the direction sought with a large enough effect; inconclusive = small, poorly fitted or top-dose-only effect, or another doubt; inactive = no such curve, though single readings can be large; an effect the other way counts as inactive or inconclusive.
# Fields – RGS4 inh, APE1 inh, Pol eta inh, LDHA block, POLK inh, Pol beta inh, Anesthetic bind, ERG Ets-DNA blk, 12-LOX inh
Cc1cccc(C)c1NC(=O)C(c1ccccc1)N1CCOCC1 (stereo not given)
  -15%[56.9 µM], 3%, -6%, -2, -6%, 22%, 1%, 2%, 2%
O=C(NCC1CCCCC1)c1cc([N+](=O)[O-])ccc1Cl
  8%, 13%, -13%, -3, -11%, 2%, -20%, 8%, -12%
O=C(CSc1nnc2c(n1)[nH]c1ccccc12)Nc1ccc(S(=O)(=O)Nc2ncccn2)cc1
  -16%[56.9 µM], -5%, -17%, -1, -1%, 8%, -11%, 6%, -3%
C/C(CC(=O)N1CCN(C=O)CC1)=N\NC(=O)c1ccc(Br)cc1
  20%, -2%, 3%, 7, -11%, -1%, -8%, 12%, 0%
COc1ccc(OC)c(C2=NOC(C(=O)Nc3cc(C)nn3-c3ccccc3)C2)c1 (stereo not given)
  -13%, 0%, -19%, 1&-3, -2%, -1%, 3%, 6%, -10%&4%
O=C(COC(=O)c1cccc([N+](=O)[O-])c1)NCc1ccc2c(c1)OCO2
  11%[11.4 µM], 0%, 17%, -1, -5%, 49%, -14%, 3%, -1%
COc1cccc2cc(C(=O)C3=C(O)C(=O)N(CCN4CCOCC4)C3c3cccc(Cl)c3)oc12 (stereo not given)
  8%, 0%, 28µM*, 1, -14%, 3%, -8%, -4%, .
COc1ccc(Cl)cc1NC(=O)CSC1=Nc2ccccc2C2=NC(CC(=O)NCc3ccc4c(c3)OCO4)C(=O)N12 (stereo not given)
  -15%, ., -6%, -18, -22%, 8%, -2%, 1%, ?
O=C(Nc1nnc(S(=O)(=O)N2CCOCC2)s1)c1cccc(F)c1
  6%&29%, -6%, -13%&5%, -10&-3, 2%&0%, 46%&0%, -10%&-5%, 28%&-1%, 1%&-12%
CCS(=O)(=O)c1ncc(N(Cc2ccco2)Cc2sccc2C)c(C(=O)Nc2cc(C)ccc2C)n1
  -7%, ., -22%, 3, -1%, 2%, ?, -4%, 5%
O=C(Nc1ccc(F)cc1)C1CCCN(S(=O)(=O)c2cccc3nonc23)C1 (stereo not given)
  18%, -13%, -11%, -1, 13%, 25%, -3%, -8%, 18%
CN(C)C(=O)c1cccn1-c1ncc(C(F)(F)F)cc1Cl
  3%, 0%, -18%, -8, 3%, -1%, -6%, -3%, 6%
O=C(O)CC(C(=O)O)N1C(=O)/C(=C/c2ccc(-c3nc4ccccc4s3)o2)SC1=S (stereo not given)
  ?, 3%, 2.8µM*, -14, 4.5µM*, 10µM*, 3%, 13%, 16µM*
Cc1ccc(C)c(-c2[nH]c3c(c2-c2c(-n4cccc4)n(C)c(=O)n(C)c2=O)c(=O)n(C)c(=O)n3C)c1
  6%, ., -9%, -3, 0%, -2%, 5%, -5%, -23%
Cc1ccc(C(C(=O)NCc2ccc(F)cc2)N(CCCO)C(=O)C2COc3ccccc3O2)o1 (stereo not given)
  13%, -2%, -22%, 1, -3%, -1%, -14%, 11%, 7%

# A different layout for some results above:
Structure	RGS4 inh	APE1 inh	Pol eta inh	LDHA block	POLK inh	Pol beta inh	Anesthetic bind	ERG Ets-DNA blk	12-LOX inh
O=C(CSc1nnc2c(n1)[nH]c1ccccc12)Nc1ccc(S(=O)(=O)Nc2ncccn2)cc1	-16%[56.9 µM]	-5%	-17%	-1	-1%	8%	-11%	6%	-3%
COc1ccc(OC)c(C2=NOC(C(=O)Nc3cc(C)nn3-c3ccccc3)C2)c1 (stereo not given)	-13%	0%	-19%	1&-3	-2%	-1%	3%	6%	-10%&4%

# More entries:
# Fields – RGS4 inh, APE1 inh, Pol eta inh, LDHA block, POLK inh, Pol beta inh, Anesthetic bind, ERG Ets-DNA blk, 12-LOX inh
CCC(=Nc1ccc(Cc2ccncc2)cc1)c1c(O)n(C)c(=O)n(C)c1=O
  49%&-15%, 15%, 2%, -5&21, -2%&9%, 13%, -20%, -5%, -24%
C/C(=N\NC(=O)c1ccccc1F)c1cccc(NC(=O)c2ccc(C)cc2)c1
  -13%, 22%, -9%, -5, -5%, 10%, -18%, 8%, -1%
COc1ccccc1OCc1ccc(C(=O)n2nc(C)c(Cl)c2C)o1
  14%, 0%, -7%, 4, -14%, -1%, -5%, -3%, 21%
COc1ccc(NC2CCCN(C(=O)CSc3ccncc3)C2)cc1 (stereo not given)
  -21%, 18%, -2%, 10, -3%, -16%, -22%, 6%, 6%
COc1ccc(C(=O)Nc2ccc3c(c2)nc2n3CCSC2)cc1
  -32%, -9%, -15%, -2, -3%, -1%, -10%, -3%, 2%
COc1ccccc1Cn1cc(C(=O)c2ccc(F)cc2)c(=O)c2cc3c(cc21)OCO3
  -4%, ., -21%, -2, -5%, 3%, -3%, 0%, 11%
Cc1occc1C(=O)NNC(=O)c1cccc(F)c1
  -20%, -2%, -16%, -14, 0%, 12%, -2%, -1%, -1%
COc1ccc(C(=O)NC2CC2)cc1OC1CCN(Cc2cnn(C)c2)CC1
  0%, 22%, -18%, -6, -13%, -1%, -4%, -14%, 2%
O=C(CNCCO)N1N=C(c2cccs2)CC1c1cccs1 (stereo not given)
  -2%[56.9 µM], 15%, -20%, 0, -1%, 11%, -8%, 3%, i
O=C(NN=Cc1ccccc1Cl)c1ccc([N+](=O)[O-])cc1
  -3%, ., -2%, -3, 5%, ., ., 1%, -8%
O=S(=O)(Cc1ccccc1)C1CCCCC1O (stereo not given)
  -10%, -4%, 0%, -10, -2%, 3%, -12%, 7%, i
CCCCCn1c(SCC(=O)CC(=O)OCC)nc2cc(C(=O)N3CCC(C(N)=O)CC3)ccc2c1=O
  -4%, -1%, -18%, -5, -3%, 5%, -7%, 13%, -2%
Cc1cccc(-n2c(Cc3cc(=O)[nH]c(=O)[nH]3)nnc2SCC(=O)N2CCc3ccccc32)c1
  -14%, 17%, -1%, -15, -6%, 0%, -3%, 9%, -13%
CCCOc1ccc(C2c3c(oc4ccccc4c3=O)C(=O)N2CCCN2CCOCC2)cc1 (stereo not given)
  -40%, -8%, -12%, -3, -5%, -8%, -1%, ., ?
O=C(CCS(=O)(=O)Cc1ccccc1)Nc1nncs1
  26%, 16%, 0%, -6, -16%, ?, -5%, -5%, -8%
CCN(c1ccccc1)S(=O)(=O)c1ccc(C(=O)Nc2ncccc2C)cc1
  5%, -18%, -1%, -4, -5%, ., ., 1%, -16%
CCOc1cccc(C(=O)Nc2nccs2)c1
  5%, 17%, -2%, -6, 5%, 11%, 3%, -8%, 0%
CN(C)CC(C)(C)CNc1ccc(S(=O)(=O)N2CCCC2)cn1
  -2%, 9%, -9%, -4, 5%, ., ., -7%, -5%
Cc1nnc(N2CCN(c3ccccc3)CC2)c2c1nnn2Cc1ccc(F)cc1
  -5%, ., -16%, 2, -1%, -2%, -3%, -6%, 4%
Cc1ccc(S(=O)(=O)N2CCC(C(=O)OCC(=O)N(CC(C)C)C3CCS(=O)(=O)C3)CC2)cc1C (stereo not given)
  8%, 8%, -8%, -11, -8%, 1%, -2%, 10%, 36%
O=C(Nc1ccc2c(c1)OCO2)C1CCN(C(=O)c2cccs2)CC1
  -15%, 0%, 4%, -2, -1%, 11%, -9%, 0%, 0%
CC(=O)N1CCc2cc(S(=O)(=O)NCCC(=O)N3CCc4ccccc4C3)ccc21
  13%, -2%, -3%, 14, -24%, 44%, -18%, 4%, .
CCc1cccc(NC(=O)Cn2c(=O)n(CCc3ccc(OC)c(OC)c3)c(=O)c3ccccc32)c1
  -3%, ., -8%, -3, -7%, -24%, -13%, 6%, -6%
O=c1cc(CO)oc(C(Nc2ccccn2)c2cccc(F)c2)c1O (stereo not given)
  ?, -2%, -2%, 8, -3%, -7%, 1%, 9%, -16%
O=C(NC1(c2ccccc2)CC1)C1CCC(=O)N(Cc2ccc(Cl)cc2)C1 (stereo not given)
  5%, 57%[activator], -10%, -1, 2%, -7%, -8%, -5%, -14%
COCC(C)NC(=O)NC1(C(F)(F)F)Oc2ccc(Cl)cc2O1 (stereo not given)
  -43%[56.9 µM], 8%, -15%, 9, -15%, 38%, -12%, -2%, -25%
Cc1ccccc1C(=O)N/N=C/c1ccc([N+](=O)[O-])s1
  7%, 3%, -6%, 4, -6%, -2%, -20%, ., -29%
Cc1cc2ncn(C(=O)c3cc(-c4ccccc4)nc4ccccc34)c2cc1C
  4%, 1%, -20%, -11, 0%, 9%, -12%, -7%, 1%
NS(=O)(=O)c1ccc(NC(=O)COC(=O)Cc2c[nH]c3ccccc23)cc1
  -6%, -13%, -2%, -6, -8%, ., ., -5%, -24%
O=c1c2c3c(sc2n2cnnc2n1CCc1ccccc1)CCCC3
  10%, -5%, -4%, -4, 3%, ?, 7%, -4%, -13%
COC(=O)c1ccc(NC(=O)CSc2nnc(COc3ccccc3)n2C)cc1
  -18%, 1%, -6%, -7, -1%, -7%, 2%, -10%, 3%
COc1cccc(NC(=O)c2oc3ccccc3c2NC(=O)C2CC2)c1
  -32%, -3%, -16%, -8, 0%, 2%, -8%, -5%, -6%
CCc1cccc2c1NC(=O)C2(O)CC(=O)c1cccs1 (stereo not given)
  13%, 0%, 2%, -5, -6%, -1%, -10%, 2%, -5%
CSc1ccccc1NC(=O)c1ccc(Br)o1
  -21%, -2%, 12%, -1, -4%, 6%, -22%, 2%, 0%
CCN(Cc1ccccc1)Cc1c(F)cccc1F
  27%, 14%, -11%, -13, -6%, 12%, ?, ., ?

# Some of the compounds tested; count on the stated rates, not on these rows.
